Screening data as filed in PubChem BioAssay.
S3 lipid droplet: qHTS Assay for Lipid Storage Modulators in Drosophila S3 Cells; hit rate 0.64% among 320,000; lipid storage change, negative = inhibition, % at the top dose, mostly 46.1 µM; hits show Potency in µM; AID 2685; Drosophila S3 cells, BODIPY lipid droplet fluorescence, 18-24 h; cells fed with added oleic acid; active means well fitted inhibition curve with a large enough effect in the signal ratio, with a control signal flat, not every such curve was filed as active; inconclusive means small, poorly fitted or top-dose-only effect, or effect the other way, or a change in a side signal; the % refers to the signal ratio
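Drosophila S3 cells got compounds at several concentrations plus oleic acid (400 uM solution). Laser-scanning cytometry with 488 nm excitation read lipid droplets at 500-530 nm and cells at 575-640 nm. Percent activity was relative to 20 uM Triacsin C.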
S3 lipid droplet cell count max: also measured in S3 lipid droplet; calls as there; cell number change, %; measured here: cell count max response;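 cells counted by Cell Tracker Red CMTPX staining in the red channel; peak over a dose series mostly up to 46.1 µM; percent activity relative to internal control wells on each plate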
Active calls of the source: *; i = inactive; ? = inconclusive; · = not tested or not shown; [ ] = another dose, or the depositor's remark. On the % scale 0 is the no-effect control and ±100 the full control effect; potency means the concentration at half of the fitted maximal effect. Not all compounds are listed; count on the stated rates, not on these rows.

S3 lipid droplet	S3 lipid droplet cell count max	SMILES
28%	12	Cc1cc(NS(=O)(=O)c2ccc(NC(=O)C(C)Oc3ccc(Cl)cc3)cc2)no1 (centres undefined)
?	·	Cc1noc(C)c1COc1ccccc1C(=O)NC(C)c1ccc(Cl)cc1 (centres undefined)
2.1µM*	-0.5*	CCC(Sc1nc(C)cc(C)n1)C(=O)Nc1nccs1 (centres undefined)
7%	-5	CC(C)Cc1nnc(NC(=O)C2CCN(C(=O)c3ccc(Cl)cc3)CC2)s1
?	·	CCn1c(SCC(=O)N/N=C/c2c[nH]c3ccccc23)nnc1-c1ccc(Cl)cc1
4%	-3	COc1ccc(F)c(CN2CCC(CO)(Cc3cccc(C(F)(F)F)c3)CC2)c1
1%	9	COc1ccc(N2CC(C(=O)Nc3cccc(C)n3)CC2=O)cc1 (centres undefined)
-11%	-15	O=C1c2ccccc2-c2n[nH]c(=O)c3ccc(N4CCCCC4)c1c23
?	·	Cc1cc(Cl)ccc1OCCCC(=O)NO
?	·	COc1ccc(NS(=O)(=O)c2ccc(OC)c(NC(=O)CNC(=O)c3ccc(OC)cc3)c2)cc1
i	-18	Cc1sc2nc(CN3CCOCC3)[nH]c(=O)c2c1-c1ccccc1
-4%	0	CCc1nnc(NC(=O)c2ccc(S(=O)(=O)N3CCc4ccccc4C3)cc2)s1
?	·	COc1ccc2c(c1)CCc1c(C(=O)N3CCCCCC3)noc1-2
1%	-1	CCN(CC)C(=O)c1[nH]cnc1C(=O)N[C@@H](C)c1ccccc1
?	·	Cc1cc(-c2ccco2)n(CC(=O)NCc2ccccc2)n1

Six entries out of the list above, arranged by their value in S3 lipid droplet cell count max, low to high.
S3 lipid droplet	S3 lipid droplet cell count max	SMILES
7%	-5	CC(C)Cc1nnc(NC(=O)C2CCN(C(=O)c3ccc(Cl)cc3)CC2)s1
4%	-3	COc1ccc(F)c(CN2CCC(CO)(Cc3cccc(C(F)(F)F)c3)CC2)c1
1%	-1	CCN(CC)C(=O)c1[nH]cnc1C(=O)N[C@@H](C)c1ccccc1
-4%	0	CCc1nnc(NC(=O)c2ccc(S(=O)(=O)N3CCc4ccccc4C3)cc2)s1
1%	9	COc1ccc(N2CC(C(=O)Nc3cccc(C)n3)CC2=O)cc1 (centres undefined)
28%	12	Cc1cc(NS(=O)(=O)c2ccc(NC(=O)C(C)Oc3ccc(Cl)cc3)cc2)no1 (centres undefined)

The main list resumes with the two entries that preceded the break.
S3 lipid droplet	S3 lipid droplet cell count max	SMILES
1%	-1	CCN(CC)C(=O)c1[nH]cnc1C(=O)N[C@@H](C)c1ccccc1
?	·	Cc1cc(-c2ccco2)n(CC(=O)NCc2ccccc2)n1
?	·	CCC1(C)Cc2c(c(=O)n(-c3ccccc3)c3ncnc(N)c23)CO1 (centres undefined)
1%	2	Nc1cc(=O)[nH]c(SCCOc2ccccc2)n1
2%	12	CC1=NN(C(=O)c2ccc(Cn3ccc([N+](=O)[O-])n3)cc2)C(O)(C(F)(F)F)C1 (centres undefined)
6%	3	Nc1nc(Nc2ccccc2)nc(NCCO)c1[N+](=O)[O-]
-10%	0	O=S(=O)(c1ccc(Cl)cc1)N(CCCN1CCOCC1)Cc1cccs1
?	·	COc1ccc(/C=N/NC(=O)CCC(=O)Nc2ccc(Br)cc2)c(OC)c1
?	·	Cc1ccccc1Cn1c2ccccc2c2cnn(CC(=O)N3CCN(c4ccccc4)CC3)c(=O)c21
2%	16	Cc1ccccc1NC(=O)CCCN1C(=O)C2CC=CCC2C1=O (centres undefined)
-17%	-18	Cc1ccc(S(=O)(=O)NCc2c(Cl)cccc2Oc2ccccc2)cc1
?	·	O=C(COc1ccccc1)Nc1nc(-c2cccnc2)cs1
?	·	CCN(CC)CCNC(=O)c1ccc2c(c1)NC(=O)c1ccccc1S2
?	·	CCOC(=O)c1cc2c(nc1NC(=S)Nc1ccccc1)CC(C)(C)OC2
?	·	c1ccc2c(c1)CCOC2CNCCCN1CCCCC1 (centres undefined)
1%	0	CCOC(=O)C1CCN(C2=NC(=O)/C(=C/c3ccc(Cl)cc3)S2)CC1
?	·	Cc1ccc(N(C(=O)c2snc(C(N)=O)c2N)C(C(=O)NCc2ccccc2)c2ccncc2)c(C)c1 (centres undefined)

The listing continues:
S3 lipid droplet	S3 lipid droplet cell count max	SMILES
i	6	Cc1cc(NC(=O)COC(=O)C2CC(=O)N(c3ccccc3Cl)C2)no1 (centres undefined)
?	·	O=C(OCN1C(=O)c2ccccc2C1=O)c1cccnc1SC(F)F
i	-21	CC1(C)CC(=O)C(C=NCCN2CCN(C(=O)C34CC5CC(CC(C5)C3)C4)CC2)=C(O)C1
?	·	O=C(CCCN1C(=O)S/C(=C\C=C\c2ccccc2)C1=O)Nc1ccc(C(=O)O)cc1
?	·	Cc1ccc(CN2CCNC(=O)C2CC(=O)N(C)Cc2cnccn2)cc1 (centres undefined)
?	·	COc1ccc(C)cc1S(=O)(=O)N(CC(=O)O)c1ccc(C)cc1
i	6	COc1cccc(NC(=O)C2CCN(S(=O)(=O)c3ccc4[nH]c(=O)oc4c3)CC2)c1
i	-20	CN(CC(=O)Nc1ccc(Cl)c(C(F)(F)F)c1)C(=O)C1CSC2(C)CCC(=O)N12 (centres undefined)
0%	20	CCOc1ccc(Oc2nc(C)cc(OC)n2)nn1
4%	25	CCc1cc2cc(C)c(C)cc2nc1SCC(=O)Nc1cc(C)on1
i	·	C=CCN(c1ccc(C(=O)N2CCCC2)cc1)S(C)(=O)=O
-4%	-8	O=C(NCCc1ccccc1)C(=O)Nc1nccs1
?	·	O=[N+]([O-])c1ccc2oc(-c3ccccc3)nc2c1
-7%	1	COc1ccccc1Nc1nc(NCCC(C)C)nc(N)c1[N+](=O)[O-]
3%	11	Cc1ccc(NC(=O)COC(=O)Cn2cnc3c2c(=O)n(C)c(=O)n3C)cc1F

Two compounds picked at random from those above:
S3 lipid droplet	S3 lipid droplet cell count max	SMILES
?	·	O=[N+]([O-])c1ccc2oc(-c3ccccc3)nc2c1
?	·	COc1ccc(C)cc1S(=O)(=O)N(CC(=O)O)c1ccc(C)cc1

Remaining list, next part:
S3 lipid droplet	S3 lipid droplet cell count max	SMILES
7%	-8	C=CCN1c2ccccc2[C@]23C[C@@H](C(=O)OC)N(C(=O)NCCC)C2=NC(C(=O)OC)=C(C(=O)OC)[C@H]13
?	·	O=C(CSc1ncccc1-c1nc2ccccc2[nH]1)N1CCc2ccccc21
?	·	CC(C)CCNC(=S)NC1CCCC1
i	22	COc1cc(C)nc(OCCNC(=O)COc2ccc(Cl)cc2Cl)n1
i[0.0737 µM]	·	O=C(CSc1nnc2ccc(-c3ccncc3)nn12)Nc1ccc(F)cc1
?	·	O=C1N/C(=N/N=C/c2ccc(O)cc2)SC1Cc1ccccc1 (centres undefined)
26%	20	Cc1ccc2c(CC(=O)NCc3cccs3)coc2c1
3%[9.22 µM]	0	CNC(=S)N(Cc1ccc(OC)cc1)Cc1cc2cc(C)ccc2[nH]c1=O
8%	2	C=CCNc1nc2ccccc2nc1NS(=O)(=O)c1ccc(OC)cc1
0%	·	Cc1cc(C)c2c(=O)[nH]c(SCc3ccc([N+](=O)[O-])cc3)nc2n1
?	·	COc1ccc(NC(=O)CC2C(=O)N(C)C(=S)N2CCc2ccccc2F)cc1 (centres undefined)
?	·	Clc1ccccc1Nc1nc2ccccc2o1
23%	·	O=C(/C=C/c1ccccc1)Nc1cccc(S(=O)(=O)Nc2ccccc2F)c1
6%	-1	COC(=O)CSc1nc(C)c2ccc(OC)cc2n1
i	0	Cc1nc(-c2ccc(F)cc2)c(CC(=O)N2CCN(S(=O)(=O)c3ccccc3Br)CC2)s1

The listing continues.
S3 lipid droplet	S3 lipid droplet cell count max	SMILES
i	-1	O=C(Nc1ccc(S(=O)(=O)N2CCOCC2)cc1)c1nn(-c2ccc(F)cc2)ccc1=O
-26%	4	O=C(O)c1ccc2c(c1)C(=O)N(c1cc(C(=O)O)ccc1Br)C2=O
-19%	-9	O=[N+]([O-])c1ccc(-c2c(O)c3ccccc3c3nc4ccccc4nc23)cc1
?	·	CCOC(=O)c1c(C)[nH]c(C(=O)Nc2ccc(C)c(Cl)c2)c1C
?	·	COc1ccc(CCC(=O)Nc2ccc(N3CCOCC3)cc2)cc1
?	·	Cc1ccc(C(=O)C(C)[n+]2cccc(C(N)=O)c2)cc1 (centres undefined)
22%	12	COc1ccc(OCC(=O)Nc2c(C)ccc3nsnc23)cc1
?	·	COc1ccc(CNC(=O)CCCn2c(=S)[nH]c3cc4c(cc3c2=O)OCO4)cc1
4%	10	O=C(NCCCN1CCOCC1)C(=O)NCC1OCCN1S(=O)(=O)c1cc(F)ccc1F (centres undefined)
?	·	CC(=O)c1c(C)nc(-c2ccc(OCC(=O)Nc3cccc(C)c3C)cc2)n1O
1%	8	Cc1ccc(-c2cc(C(F)F)n3ncc(C(=O)N4CCCc5ccccc54)c3n2)cc1
?	·	CCOc1ccc(-n2c(C)c(C(=O)O)c3cc(OC)ccc32)cc1
?	·	Cc1ccc2cc(CN(CCCN3CCOCC3)C(=O)NC3CCCCC3)c(=O)[nH]c2c1C
?	·	O=C(/C=N/O)NCc1cccnc1
6%	-11	Cc1ccc(NC(=O)CSc2nnc(C)n2C2CC2)cc1S(=O)(=O)N1CCOCC1

More records.
S3 lipid droplet	S3 lipid droplet cell count max	SMILES
-3%	3	O=[N+]([O-])c1ccc(Cl)c(S(=O)(=O)n2ccnc2)c1
i	26	Cc1ccc(C(=O)Nc2cccc(C(=O)N/N=C/c3ccc(F)cc3)c2)cc1
?	·	C/C(=N\NC(=O)c1ccc(Cn2cc(Br)cn2)o1)c1cccc(NC(=O)C(C)(C)C)c1
2%	0	Nc1nc2c(ncn2COC(CO)CO)c(=O)[nH]1
?	·	CCCNC(=O)COC(=O)CCC(=O)c1ccc(F)cc1
22%	-2	CC(C)C(NC(=O)C(NC(=O)C1OC2OC(C)(C)OC2C2OC(C)(C)OC12)C(C)C)C(=O)O (centres undefined)
?	·	Cc1cc(C)c(S(=O)(=O)Nc2cccc(-n3cnnn3)c2)c(C)c1
-10%	-5	O=C(C(c1ccccc1)c1ccccc1)N1CCN(CCN2C(=O)c3cccc4cccc(c34)C2=O)CC1
0%	16	CCOC(=O)C(NC(=O)c1ccccc1)(Nc1cccc(C)n1)C(F)(F)F (centres undefined)
?	·	CC1CN(C(=O)COC(=O)c2cccs2)CC(C)O1 (centres undefined)
0%	-3	CC(C)C(=O)NC(NC(=S)NC1CCS(=O)(=O)C1)C(Cl)(Cl)Cl (centres undefined)
?	·	CC(=O)C1=C(NC(=O)c2ccc(F)cc2)CC2C1C2(C)C (centres undefined)
27%	-2	COC(=O)c1ccc(NC(=O)CSc2nnc(Cc3cccn3C)n2-c2ccc(F)cc2)cc1
?	·	O=C(c1nnc(Cc2ccc(Cl)cc2)o1)N1CCOCC1
?	·	O=C(CCCn1c(=S)[nH]c2ccsc2c1=O)NCCc1ccccc1

(listing goes on)
S3 lipid droplet	S3 lipid droplet cell count max	SMILES
0%	-17	CN1C(=O)c2ccc(N(C)C)cc2C1=O
-4%	33	C=CCN(Cc1nc(-c2ccccc2)no1)C(=O)c1ccoc1C
?	·	Cc1ccc(C)c(NC(=O)c2cnc3n(c2=O)CCS3)c1
5%	1	CCOC(=O)N1CCN(C(=O)c2ccc(-n3c(C)ccc3C)cc2)CC1
?	·	O=C(O)C1CSC(c2coc3ccccc3c2=O)N1 (centres undefined)
?	·	COC(=O)c1cc(OC)c(OC)cc1NC(=O)CCc1ccc(C)o1
?	·	CN1CCc2c1nc1ccccc1c2N (tested in a mixture with another compound)
?	·	C=CCn1c(SCc2csc(C)n2)nc2scc(-c3ccc(C)o3)c2c1=O
3%	-5	CSCC[C@H](NC(=O)c1nn(C)c(=O)c2ccccc12)c1nc2ccccc2[nH]1
?	·	c1csc(CCNc2ncnc3sc4c(c23)CCC4)c1
?	·	Cc1ccc(/C=N/Nc2cccc(C(=O)O)c2)s1
?	·	O=C(O)c1cccnc1Nc1ccc(Cl)cc1
-3%	-7	CCN1C(=O)[C@H]2[C@@H](c3ccc(C)cc3)N3C(=O)N(c4cccc(F)c4)C(=O)[C@@]3(C)[C@H]2C1=O
i	12	COc1ccc(-c2csc(NC(=O)CC(NC(C)=O)c3ccccc3)n2)cc1OC (centres undefined)
?	·	CN(C)CCOC(C1CCCCC1)C1CCCCC1

Later entries:
S3 lipid droplet	S3 lipid droplet cell count max	SMILES
?	·	Cc1cccc(CCNC(=O)c2cccc3c2C(=O)N(C2CCCCC2)C3)c1
?	·	CCOc1ccc2oc(C(=O)Nc3cc(C)ccn3)c(C)c2c1
2%	-2	CCN1CCN(c2ccc(NC(=O)CCc3c(C)nc4c(-c5ccc(F)cc5)c(C)nn4c3C)cc2)CC1
7%	2	c1ccc(CSc2nnc3ccc(-c4cccs4)nn23)nc1
?	·	CC(=O)N1CCN(S(=O)(=O)c2cccc(C(=O)Nc3cc(C(F)(F)F)ccc3N3CCOCC3)c2)CC1
-22%	-4	Cc1cccc(OCCC(=O)Nc2ccc(F)c(Cl)c2)c1
7%	13	CCC(C)Sc1ccc([C@H]2N[C@@](C)(C(=O)OC)[C@H]3C(=O)N(C)C(=O)[C@@H]23)cc1OC (some centres undefined)
2%	-12	COc1ccc(-n2c(C)cc(/C=C3\SC(=O)NC3=O)c2C)cc1
i	20	C/C(=N/NC(=O)CN(c1ccccc1)S(=O)(=O)c1ccccc1)c1ccccc1O
?	·	COc1cccc(N2CN(CCc3ccccc3)CNC2=S)c1

Part of the list above, field by field:
smiles: O=C1c2ccccc2-c2n[nH]c(=O)c3ccc(N4CCCCC4)c1c23
  S3 lipid droplet: -11% | S3 lipid droplet cell count max: -15
smiles: O=C1N/C(=N/N=C/c2ccc(O)cc2)SC1Cc1ccccc1 (centres undefined)
  S3 lipid droplet: ? | S3 lipid droplet cell count max: ·
